STEP inh = STEP (human) phosphatase inhibition; recombinant STEP, OMFP fluorogenic substrate, fluorescence; inhibition, % at 20 µM; 360,000 compounds, 0.25% hits;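 active = inhibition at 20 µM, scaled per plate between control wells, above about 37%, limit read from the data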;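 also: 0% = DMSO with enzyme and substrate and 100% = substrate only without enzyme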
Target sequence (P54829 whole entry, looked up): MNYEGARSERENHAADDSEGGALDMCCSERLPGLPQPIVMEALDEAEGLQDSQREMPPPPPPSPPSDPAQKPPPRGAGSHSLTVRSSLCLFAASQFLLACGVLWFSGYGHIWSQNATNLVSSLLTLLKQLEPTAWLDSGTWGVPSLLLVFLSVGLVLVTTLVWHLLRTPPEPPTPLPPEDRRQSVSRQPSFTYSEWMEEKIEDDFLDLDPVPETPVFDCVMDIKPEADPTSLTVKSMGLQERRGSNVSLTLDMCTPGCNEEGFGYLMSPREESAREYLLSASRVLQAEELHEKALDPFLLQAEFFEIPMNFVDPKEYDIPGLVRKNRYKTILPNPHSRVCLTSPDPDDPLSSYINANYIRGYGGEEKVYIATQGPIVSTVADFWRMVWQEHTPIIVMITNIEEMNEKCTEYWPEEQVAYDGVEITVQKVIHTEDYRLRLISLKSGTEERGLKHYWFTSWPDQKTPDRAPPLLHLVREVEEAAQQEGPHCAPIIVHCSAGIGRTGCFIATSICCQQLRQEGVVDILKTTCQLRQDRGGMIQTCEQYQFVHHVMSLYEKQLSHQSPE
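medium = Bis-Tris buffer pH 6.0, 2.5 mM DTT, 0.005% Tween 20 | test system = STEP (striatal-enriched tyrosine phosphatase) enzyme, cell-free | measure = normalized % inhibition | compound dosing = 20 µM, 1% DMSO | also added = 25 µM OMFP | schedule = reaction 20 min, ambient temperature | measured by = fluorescence read at 480 nm ex / 540 nm em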
Rpn11 inh = blocks the human proteasome subunit Rpn11 | O00487 | human 26S proteasome, Ub4-pepOG fluorescence polarization; 20S core pre-blocked with epoxomicin | calls only at 20 µM | 360,000 compounds, 0.59% hits | AID 588493;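 active = inhibition at 20 µM, scaled to each plate's controls, above about 33%, limit read from the data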
NadD block = NadD (S. aureus) enzyme inhibition; purified NadD enzyme, colorimetric absorbance read-out; inhibition, % at 20 µM; 360,000 compounds, 0.78% hits; in the data active = inhibition above about 26%; also: some compounds past the cut are filed as inactive
MT1-MMP act inh = MT1-MMP (human) activation inhibition; P50281; HT1080 RFP-PRO-GFP cells, GFP/RFP ratio fluorescence, overnight; percent of plate control window, DMSO zero; GFP/RFP ratio change, % at 20 µM; 360,000 compounds, 0.061% hits; AID 651647;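 active = GFP/RFP ratio change of at least 30% with cell ATP level not reduced by more than half and red fluorescence within 50% of control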; also: strong numbers were not always called active
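system = RFP-PRO-GFP reporter HT1080 cells | dosing = 20 µM single dose, 1% DMSO | timing = overnight cell settling, then overnight compound exposure, 37 °C, 5% CO2 | read-out basis = GFP/RFP fluorescence ratio | controls = DMSO and RFP-L50D-GFP cell wells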
DNMT1 inh = blocks human DNA methyltransferase DNMT1 | P26358 | DNMT1 molecular beacon, Hinp1I cleavage, fluorescence | inhibition (reported as % activation of signal), % at 10 µM | 360,000 compounds, 0.83% hits | AID 588458; in the data active = inhibition above about 50%
SUMO1-SIM PPI = SUMO1-SIM interaction modulation; P63165; SUMO1 binding to a labelled peptide, TR-FRET, 1 h; inhibition, % at 20 µM; 360,000 compounds, 0.33% hits; in the data active = inhibition above about 37%
Target sequence (P63165 whole entry, looked up): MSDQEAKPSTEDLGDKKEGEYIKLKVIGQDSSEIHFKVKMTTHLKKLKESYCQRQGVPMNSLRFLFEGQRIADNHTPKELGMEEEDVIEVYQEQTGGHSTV
NRP1-CendR mod = alters CendR peptide binding to human NRP-1. FAM-RPARPAR peptide binding to NRP-1, fluorescence polarization. inhibition, % at 25 µM. 360,000 compounds, 0.85% hits;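 active = inhibition or corrected inhibition above about 18%, plus a signal ratio from 0.5 to 1.5, limit read from the data, passing the limit was not always enough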; also: strong numbers were not always called active
Scp1 inh = inhibitors of human Scp-1 phosphatase | Q9GZU7 | Recombinant Scp1, phosphopeptide, malachite green phosphate absorbance | inhibition, % at 20 µM | 340,000 compounds, 0.88% hits | AID 493091;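 active = inhibition above about 50% at 20 µM, limit read from the data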;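 also: plate controls were DMSO wells with enzyme for no effect and wells lacking enzyme for full effect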
Target sequence (Q9GZU7 76-261 limits assumed): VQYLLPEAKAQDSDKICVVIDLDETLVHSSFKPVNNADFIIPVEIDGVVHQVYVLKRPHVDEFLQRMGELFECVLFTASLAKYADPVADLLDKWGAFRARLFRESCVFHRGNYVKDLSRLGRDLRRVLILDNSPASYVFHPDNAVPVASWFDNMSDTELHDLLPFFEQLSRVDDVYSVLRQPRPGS
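Material – SCP-1 phosphatase catalytic domain, residues 76-261 · Buffer or medium – Acidic Tris acetate buffer with magnesium and detergent · Also added – Phospho 17-mer peptide substrate · Compound – single 20 µM dose, 1% DMSO · Times – 45 min room-temperature reaction, 5 min colour, 30 min stabiliser · Technique – Phosphate-binding colour reagent, absorbance read at 630 nm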
SKN-1 inh = blocks SKN-1 activity in C. elegans | C. elegans VP596 Pgst-4::GFP/RFP ratio, acrylamide-induced, 24 h | inhibition, % at 21.8 µM | 360,000 compounds, 0.49% hits;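 active = interference check ratio from 0.5 to 1.5 plus GFP to RFP signal ratio inhibition reaching or exceeding a fixed threshold, cut at about 30% in these data, passing the limit was not always enough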; also: some compounds called inactive have numbers as strong as hits
LMPTP inh = LMPTP (human) inhibition | 360,000 compounds, 0.22% hits | recombinant LMPTP-A, OMFP fluorogenic substrate, fluorescence intensity | inhibition, % at 20 µM | P24666;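 active = compounds that cut the enzyme signal by at least half of the control window in the single-dose screen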;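 also: plate controls were DMSO wells with enzyme plus substrate for no effect and substrate without enzyme for full effect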
Target sequence (P24666 whole entry, looked up): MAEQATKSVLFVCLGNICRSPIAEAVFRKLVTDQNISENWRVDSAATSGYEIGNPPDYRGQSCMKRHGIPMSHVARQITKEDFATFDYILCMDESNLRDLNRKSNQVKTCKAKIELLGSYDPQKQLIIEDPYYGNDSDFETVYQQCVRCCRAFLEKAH
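Test system: LMPTP-A phosphatase enzyme. Amount: LMPTP-A at 0.625 nM final in the reaction. Reagent: OMFP substrate, 400 µM final. Times: 50 min at room temperature. Signal: endpoint fluorescence intensity from OMFP dephosphorylation. Read-out basis: % inhibition. Benchmarks: no-enzyme and uninhibited controls.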
* = called active by the depositor; i = inactive; . = no result given.

SMILES	STEP inh	Rpn11 inh	NadD block	MT1-MMP act inh	DNMT1 inh	SUMO1-SIM PPI	NRP1-CendR mod	Scp1 inh	SKN-1 inh	LMPTP inh
CCc1nc2c(OCC(=O)c3ccc(F)cc3)cccn2c1N(C)C(=O)COc1ccccc1	0	i	7	15	1	5	-1	.	7	1.2
Cc1ccc(/C=N/n2cnc3sc4c(c3c2=O)CCCC4)o1	-2	i	2	5	-2	8	1	3	9	-0.4
CC(=O)Nn1c(COc2ccccc2C)nc2ccccc2c1=O	6	i	-1	3	1	0	5	-7	4	-1.0
CCOC(=O)C[C@@H]1OC2CCCCC2N1S(=O)(=O)c1ccc(C)cc1 (stereo partly drawn)	.	.	.	-2	.	-3	-9	.	-4	0.1
CCc1ccc(S(=O)(=O)N2CCN(c3ccccc3OC)CC2)cc1	4	i	0	3	-2	0	7	-8	-8	0.1
CCOC(=O)CCCCCC(=O)Nc1ccc2c(c1)C(=O)N([C@H](C)CO)C[C@H](C)[C@@H](CN(C)C(=O)Nc1ccccc1)OCCCC[C@@H](C)O2	-2	i	2	2	-1	-2	-1	.	11	-0.5
CCOC(=O)c1c(C#N)cnn1-c1ccc(C)cc1	1	i	-3	-2	-1	-3	-6	-9	-8	-0.7
COc1ccc(-c2noc(CCC(=O)Nc3ccc4c(c3)OCCO4)n2)cc1	-3	i	9	4	-2	10	-8	-13	-5	0.5
COc1ccc(CC(=O)Nc2nnc(C(C)C)s2)cc1OC	-2	i	-4	2	1	-2	7	-14	6	-2.4
CN(CC(=O)Nc1ccccc1Cl)CC(=O)Nc1cccc2ccccc12	-2	i	-1	-2	2	-10	3	2	-11	-1.1
CCc1ccccc1NCc1cc(=O)oc2cc(C)ccc12	2	i	-1	0	1	-1	-3	-3	-22	-1.4
O=C(Cn1nnc(-c2ccncc2)n1)Nc1ccc2c(c1)CCC2	-2	i	4	1	-7	-2	1	3	0	1.0
O=C1C(Cc2ccccc2O)NC(=S)N1c1ccccc1 (stereo not drawn)	-2	i	-4	-3	1	-8	9	1	-9	0.0
COc1cc(OC)c(CN2CCC(Cc3ccccc3)CC2)cc1Br	0	i	5	0	0	7	-1	-5	-3	-0.8
COc1ccc(-c2nc(CS(=O)CC(=O)NCCCN3CCOCC3)c(C)o2)cc1OC (stereo not drawn)	-2	i	-4	-1	1	3	7	2	-12	-2.1
Cc1cc(C)cc(C(=O)NC(=S)Nc2ccc3c(c2)OCCO3)c1	-2	i	-11	-3	-14	-3	-4	-17	5	3.2
O=C(CCNC(=O)c1ccc(Br)cc1)NC1CCCc2ccccc21 (stereo not drawn)	-2	i	-10	6	1	6	-16	-3	7	0.8
Cc1c(Br)cc(C(=O)NC2CCCCC2)c(C)c1C	-2	i	-5	4	3	-1	-4	-5	-13	0.2
Cc1c(NC(=O)/C=C/c2cn(-c3ccccc3)nc2-c2ccc(F)cc2)c(=O)n(-c2ccccc2)n1C	0	i	17	-14	0	-15	0	2	-4	6.2
O=C(NCCc1ccccc1)C1CC(=O)N(CCc2ccccc2)C1 (stereo not drawn)	2	i	-4	-1	-1	1	13	-1	-1	-1.7

Next part; the last four above are carried over.
SMILES	STEP inh	Rpn11 inh	NadD block	MT1-MMP act inh	DNMT1 inh	SUMO1-SIM PPI	NRP1-CendR mod	Scp1 inh	SKN-1 inh	LMPTP inh
O=C(CCNC(=O)c1ccc(Br)cc1)NC1CCCc2ccccc21 (stereo not drawn)	-2	i	-10	6	1	6	-16	-3	7	0.8
Cc1c(Br)cc(C(=O)NC2CCCCC2)c(C)c1C	-2	i	-5	4	3	-1	-4	-5	-13	0.2
Cc1c(NC(=O)/C=C/c2cn(-c3ccccc3)nc2-c2ccc(F)cc2)c(=O)n(-c2ccccc2)n1C	0	i	17	-14	0	-15	0	2	-4	6.2
O=C(NCCc1ccccc1)C1CC(=O)N(CCc2ccccc2)C1 (stereo not drawn)	2	i	-4	-1	-1	1	13	-1	-1	-1.7
COC(=O)[C@H](C)NC(=O)Nc1ccc(Oc2ccccc2)cc1	-1	i	1	1	4	0	-1	0	9	-0.1
Cc1ccnc(N=Cc2nc(-c3ccccc3Br)oc2O)c1	0	i	-7	0	4	-19	-16	-7	-2	-0.7
COC(=O)/C=C/c1ccc(OC(=O)c2ccncc2)cc1	-1	i	0	11	4	-6	4	4	-11	0.6
C/C(=N/Nc1ccc(C(=O)O)cc1)c1ccc2c(c1)Nc1ccccc1S2	1	i	10	5	-20	-2	-16	8	-1	-1.5
CN(C)c1ccc(C=NC(CO)C(O)c2ccc([N+](=O)[O-])cc2)cc1 (stereo not drawn)	2	i	-6	1	2	-10	1	4	11	-1.7
CCOC(=O)N1CCC(NC(=O)c2cc3c(-c4ccccc4F)nn(C)c3s2)CC1	1	i	-1	0	2	2	-2	-5	-6	2.4
CCN(CC(=O)Nc1ccc(NC(C)=O)cc1)C(=O)c1cc(-c2ccccc2Cl)nc2ccccc12	2	i	8	-12	-3	1	2	-2	-7	0.0
CCNC(=O)N(C)c1c(CC)nc2ccc(C(=O)Nc3cccc(OCC(=O)N(C)C)c3)cn12	2	i	-2	3	-6	-1	0	.	4	-1.1
CCOC(=O)C1=C(COC(=O)/C=C/c2ccc(O)c(OC)c2)NC(=O)NC1C (stereo not drawn)	2	i	-1	1	3	-9	-3	-10	10	0.0
CCN(CC)S(=O)(=O)c1ccc(NC(=O)C2c3ccccc3Oc3ccccc32)cc1	1	i	-3	2	-8	-1	12	-16	-6	1.8
COc1ccc(C2=NOC(Cn3c(Cc4ccc(Cl)cc4)nc4c3c(=O)n(C)c(=O)n4C)C2)cc1 (stereo not drawn)	2	i	-4	-6	-5	-2	-9	-5	3	1.5
Cc1cccc(-n2c(SCC(=O)O)nc3sc4c(c3c2=O)CCC4)c1	-1	i	-8	2	2	2	-3	-7	-7	1.5
O=C(NNC(=O)c1cccnc1)Nc1ccc([N+](=O)[O-])cc1	0	i	-6	-3	0	-7	7	-6	-4	-2.6
CCc1nc2sc3c(c2c(=O)n1NC(=O)CCl)CCCC3	11	i	11	-2	1	1	8	1	21	1.6
COc1cc(/C=C(\C#N)C(=O)NC(C)C)ccc1OCc1ccc(C(=O)O)cc1	-1	i	-8	-3	2	-5	-14	6	2	-2.6
COc1ccc(-c2c(C)nn3c(N4CCC(C(=O)NCCN(C)C)CC4)cc(C)nc23)cc1OC	2	i	5	5	-3	0	6	-7	-17	-0.9
CS(=O)(=O)N(CC(=O)Nc1ccc2c(c1)OCO2)Cc1ccccc1	0	i	3	-3	-4	-2	-4	-6	12	-0.8
CCCCN(C(=O)c1oc2ccc(OCC)cc2c1C)c1c(N)n(CCCC)c(=O)[nH]c1=O	-2	i	0	-8	2	-6	-21	1	4	-1.0
C=CC[N+]1(CC(=O)NCc2ccc(NC(C)=O)cc2)CCOCC1	1	i	-2	-2	-1	-1	23	-8	-7	-0.7
Cc1ccc(-c2cc(C(F)F)n3ncc(C(=O)Nc4c(C)nn(Cc5ccccc5Cl)c4C)c3n2)cc1	11	i	33*	-49	-7	-3	3	0	32	8.4
Cc1ccccc1CSc1ncnc2ccccc12	3	i	3	-8	2	0	3	-1	6	1.6
C=CCN1c2ccccc2C(=O)C(C)S1(=O)=O (stereo not drawn)	4	i	-7	-2	7	-3	-10	-7	5	-0.6
Cc1cc(C)cc(N2CN=c3s/c(=C\c4ccco4)c(=O)n3C2)c1	7	i	10	3	-1	-8	-4	12	1	1.2
COc1ccc(C2CC(c3cccs3)=NN2C(=O)CSc2nc(=O)n3ccccc3n2)cc1 (stereo not drawn)	-1	i	14	-11	-3	-13	-15	0	7	3.3
CCCCC1(Cc2cccc([N+](=O)[O-])c2)C(=O)N(c2ccccc2)N(c2ccccc2)C1=O	5	i	-8	-11	-2	-6	-24	-10	-8	3.3
CC(C)c1ccc(C(=O)N2CCCC(c3cc(C(=O)Nc4ccc5c(c4)OCO5)no3)C2)cc1 (stereo not drawn)	0	i	3	0	-8	3	22*	.	8	2.0
CS/C(=N\S(=O)(=O)c1ccc(N)cc1)NS(=O)(=O)c1cccs1	-4	i	-2	0	0	6	1	-2	6	-2.2
CC(C)(CN1CCN(c2ccccc2)CC1)NS(=O)(=O)c1ccccc1	2	i	-2	10	1	2	8	-2	1	5.3
O=C(CCCN=C1NS(=O)(=O)c2ccccc21)OCC(=O)c1ccccc1Cl	1	i	-8	0	1	-1	-6	-11	13	-0.2
CCN(CC(=O)Nc1c(F)cccc1F)C(=O)Cc1c[nH]c2ccccc12	-2	i	-3	0	-3	-1	-15	-7	7	-1.4
Cc1cc(C)n2nc(SCc3c(F)cccc3Cl)nc2n1	0	i	-8	0	-4	4	3	-7	7	0.4
CC1CC(C(F)(F)C(F)(F)F)n2nc(C(=O)O)cc2N1 (stereo not drawn)	-4	i	-1	1	1	4	8	1	-7	0.2
CCCN1CCCc2cc(CN)ccc21	2	i	-5	-8	0	10	25*	-11	15	6.7
Cc1ccc(SC/C(O)=C(\C#N)c2nc3ccccc3s2)cc1	1	i	2	0	-1	3	-14	3	5	-1.6
O=C(O)c1ccc(NC(=O)c2ccccc2NC(=O)c2ccccc2Cl)cc1	0	i	-4	1	13	2	-5	-10	-6	-4.0
COc1ccccc1Nc1nc(N)nc(-c2oc3ccccc3c2C)n1	1	i	6	4	8	4	11	4	8	-2.5
Cc1ccc(-n2c(-c3nn(C)c(C)c3Cl)n[nH]c2=S)cc1	0	i	-1	-1	-2	-1	20*	-5	-11	-0.3
O=[N+]([O-])c1ccc(NN=C(C2CC2)C2CC2)c([N+](=O)[O-])c1	-2	i	0	12	5	-29	-6	.	3	0.9
O=C(Cc1ccc(Cl)cc1)Nc1ccc(-c2cc3ccccc3oc2=O)c(Cl)c1	0	i	21	-2	-17	-6	-2	-16	23	2.1
CN1C2=CC=CC=CC2=[N+](C)C12C([N+](=O)[O-])=CC(=[N+]([O-])[O-])C=C2[N+](=O)[O-] (stereo not drawn)	0	i	2	24	-8	-13	-2	5	0	1.6
Cc1ccc(S(=O)(=O)N2C[C@@H]3CCCC[C@@H]3[C@@H](C)[C@H]2c2cn(Cc3ccccc3)c3ncccc23)cc1	1	i	9	-1	1	2	-15	21	-11	2.2
COc1ccc(OC)c(N(CC(N)=O)S(=O)(=O)c2ccc(OC)c(OC)c2)c1	-3	i	-4	2	-1	-1	-3	-3	-4	-2.3

The order is random. About 3.9% of those tested had a hit in this group.
